# Screens as filed in PubChem.
# NSD2 inh – inhibitors of human NSD2 methyltransferase. NSD2-SET H3K36me1 DELFIA fluorescence, biochemical. inhibition, % at 12.5 µM. 44,000 tested, 0.07% active; in the data active = inhibition above about 54%, passing the limit was not always enough;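 also: inhibitors reduce the monomethyl H3K36 fluorescence signal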
# Target sequence (O96028 whole entry, looked up): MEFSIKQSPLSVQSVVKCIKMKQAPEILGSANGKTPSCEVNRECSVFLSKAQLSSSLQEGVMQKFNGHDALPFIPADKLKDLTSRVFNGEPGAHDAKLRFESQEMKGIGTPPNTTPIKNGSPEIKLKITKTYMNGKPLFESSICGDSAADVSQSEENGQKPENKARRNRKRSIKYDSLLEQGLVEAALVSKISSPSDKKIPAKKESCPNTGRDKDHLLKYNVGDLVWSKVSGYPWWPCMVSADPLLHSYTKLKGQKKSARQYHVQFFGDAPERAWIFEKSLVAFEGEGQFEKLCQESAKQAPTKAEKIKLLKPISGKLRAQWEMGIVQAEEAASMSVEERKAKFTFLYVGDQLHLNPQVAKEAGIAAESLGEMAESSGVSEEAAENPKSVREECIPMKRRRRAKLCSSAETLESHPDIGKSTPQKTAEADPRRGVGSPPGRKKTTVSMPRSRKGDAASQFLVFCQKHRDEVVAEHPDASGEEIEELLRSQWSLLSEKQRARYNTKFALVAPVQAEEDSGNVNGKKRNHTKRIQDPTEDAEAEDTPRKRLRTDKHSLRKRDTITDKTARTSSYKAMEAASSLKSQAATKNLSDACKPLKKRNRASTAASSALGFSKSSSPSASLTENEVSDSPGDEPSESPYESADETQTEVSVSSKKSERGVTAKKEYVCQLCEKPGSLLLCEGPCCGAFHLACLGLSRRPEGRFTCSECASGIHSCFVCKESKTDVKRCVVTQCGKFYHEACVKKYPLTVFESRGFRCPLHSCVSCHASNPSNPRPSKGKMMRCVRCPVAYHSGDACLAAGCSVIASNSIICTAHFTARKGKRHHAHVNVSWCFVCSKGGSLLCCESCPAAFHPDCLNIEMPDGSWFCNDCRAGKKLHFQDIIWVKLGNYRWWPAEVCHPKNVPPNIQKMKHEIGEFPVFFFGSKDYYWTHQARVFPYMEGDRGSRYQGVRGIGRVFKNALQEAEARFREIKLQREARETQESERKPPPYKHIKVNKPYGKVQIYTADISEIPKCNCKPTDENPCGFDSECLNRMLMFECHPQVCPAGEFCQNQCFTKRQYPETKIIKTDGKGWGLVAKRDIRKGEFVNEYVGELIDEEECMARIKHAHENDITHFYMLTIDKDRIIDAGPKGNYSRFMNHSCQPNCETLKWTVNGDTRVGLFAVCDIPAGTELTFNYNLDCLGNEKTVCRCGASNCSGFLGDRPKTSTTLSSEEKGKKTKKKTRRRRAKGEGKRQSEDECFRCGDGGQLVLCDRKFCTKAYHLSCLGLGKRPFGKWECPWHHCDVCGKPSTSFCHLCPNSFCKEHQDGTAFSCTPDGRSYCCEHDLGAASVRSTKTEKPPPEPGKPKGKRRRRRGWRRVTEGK
# The depositor's hits bear a star; & = joins results of further samples. An excerpt (hit frequency here may not be typical).
NSD2 inh | structure
1 | C[C@H]1CN([C@@H](C)CO)C(=O)Cc2cc(NS(=O)(=O)c3ccccc3)ccc2O[C@H]1CN(C)C(=O)Nc1ccc2c(c1)OCO2
-1 | COc1ccc(NC(=O)N(C)C[C@@H]2Oc3ccc(NS(=O)(=O)c4cn(C)cn4)cc3C(=O)N([C@H](C)CO)C[C@H]2C)cc1
-1 | C[C@@H]1CCCCO[C@@H](CN(C)C(=O)Nc2cccc3ccccc23)[C@H](C)CN([C@H](C)CO)C(=O)c2cc(NC(=O)Nc3ccc4c(c3)OCO4)ccc2O1
-1 | Cc1ccc(F)cc1N1C(=O)COCC1=O
1 | CCCCCCC/C=N/NC(=O)CCCCC(=O)NO
2 | O=C(C[C@@H]1C=C[C@@H](NC(=O)Cc2cccnc2)[C@@H](CO)O1)Nc1ccccc1
-3 | C[C@H]1CN([C@@H](C)CO)C(=O)c2cc(C3=CCCC3)cnc2O[C@H]1CN(C)C
-1 | C[C@@H]1CCCCO[C@H](CN(C)S(=O)(=O)c2cccs2)[C@@H](C)CN([C@H](C)CO)C(=O)c2cc(NC(=O)CCC(F)(F)F)ccc2O1
-10 | CC(C)CC#Cc1cnc2c(c1)C(=O)N([C@@H](C)CO)C[C@@H](C)[C@@H](CN(C)C(=O)c1ccccc1F)O2
-4 | COc1ccc(NC(=O)Nc2ccc3c(c2)C(=O)N([C@@H](C)CO)C[C@@H](C)[C@@H](CN(C)C(=O)Cc2ccccc2)OCCCC[C@@H](C)O3)cc1
-3 | CCCN(C)C[C@@H]1Oc2cc(C#Cc3ccccc3OC)ccc2S(=O)(=O)N([C@@H](C)CO)C[C@@H]1C
14 | C[C@@H]1CN([C@H](C)CO)C(=O)c2cccc(NC(=O)c3nc4ccccc4s3)c2O[C@H]1CN(C)Cc1ccc(-c2ccccc2)cc1
0 | C[C@H](CO)N1C[C@H](C)[C@@H](CN(C)C(=O)Nc2ccc3c(c2)OCO3)Oc2ccc(NC(=O)Nc3ccc(F)cc3)cc2CC1=O
1 | COc1ccc(CN(C)C[C@H]2Oc3ccc(NC(=O)CCCCCC(=O)Nc4ccccc4N)cc3C(=O)N([C@H](C)CO)C[C@H]2C)cc1
2 | COc1ccc(CN(C)C[C@H]2Oc3ccc(NC(=O)Cn4cnnn4)cc3CC(=O)N([C@@H](C)CO)C[C@@H]2C)cc1
-3 | C[C@@H]1CN([C@H](C)CO)C(=O)c2cc(NC(=O)Nc3ccccc3)ccc2O[C@@H](C)CCCCO[C@H]1CN(C)C(=O)c1ccccc1
-5 | C[C@@H]1CN([C@H](C)CO)C(=O)c2cc(NC(=O)Cn3cnnn3)ccc2O[C@@H]1CN(C)CC1CCCCC1
-5 | C[C@H]1CCCCO[C@H](CN(C)C(=O)c2ccccc2)[C@@H](C)CN([C@@H](C)CO)C(=O)c2cc(NS(=O)(=O)c3ccccc3)ccc2O1
-3 | CC1OC(OC2C(O)C(CO)OC(O[C@H]3CC[C@@]4(C)C(CC[C@]5(C)C4CC=C4C6CC(C)(C)CC[C@]6(C(=O)OC6OCC(OC7OCC(O)C(O)C7O)C(O)C6O)CC[C@]45C)C3(C)C)C2O)C(O)C(OC2OCC(O)(CO)C2O)C1O (some centres undefined)
6 | C[C@H]1CN([C@@H](C)CO)C(=O)c2cc(NC(=O)c3ccncc3)ccc2O[C@@H]1CN(C)C(=O)Nc1ccc(F)cc1
1 | CC(C)C#Cc1cnc2c(c1)C(=O)N([C@@H](C)CO)C[C@H](C)[C@@H](CN(C)S(=O)(=O)c1cn(C)cn1)O2
-6 | CN1CCCC(n2nc(Cc3ccc(Cl)cc3)c3ccccc3c2=O)CC1 (centres undefined)
-2 | C[C@H]1CN([C@@H](C)CO)C(=O)Cc2cc(NS(=O)(=O)c3ccc(Cl)cc3)ccc2O[C@@H]1CN(C)C(=O)Nc1ccc2c(c1)OCO2
2 | C[C@@H]1CN([C@H](C)CO)C(=O)c2cccc(NC(=O)Nc3ccc4c(c3)OCO4)c2O[C@H]1CN(C)S(=O)(=O)c1cn(C)cn1
-2 | COc1ccc(NC(=O)Nc2ccc3c(c2)C(=O)N([C@H](C)CO)C[C@@H](C)[C@@H](CN(C)Cc2ccc(C(F)(F)F)cc2)OCCCC[C@@H](C)O3)cc1
-3 | O=C(N/N=C/c1ccc(Br)s1)c1ccccn1
2 | C[C@@H]1CN([C@@H](C)CO)C(=O)c2cc(NS(C)(=O)=O)ccc2O[C@@H](C)CCCCO[C@H]1CN(C)C(=O)CCCN(C)C
10 | COC(=O)C1=CO[C@@H](O[C@@H]2O[C@H](CO)[C@@H](O)[C@H](O)[C@H]2O)C2C1CCC2(C)O (some centres undefined)
0 | CN(C)C(=O)C[C@@H]1C[C@@H]2c3cc(NC(=O)Nc4ccc(C(F)(F)F)cc4)ccc3O[C@@H]2[C@@H](CO)O1
0 | COc1ccc(NC(=O)N(C)C[C@H]2OCCCC[C@H](C)Oc3ccc(NS(=O)(=O)c4ccccc4)cc3C(=O)N([C@@H](C)CO)C[C@H]2C)cc1

# The listing continues.
NSD2 inh | structure
-1 | COCC(=O)N(C)C[C@@H]1Oc2cc(-c3cccnc3)ccc2S(=O)(=O)N([C@H](C)CO)C[C@H]1C
0 | CC(C)C#Cc1ccc2c(c1)O[C@H](CN(C)C(=O)CN(C)C)[C@H](C)CN([C@H](C)CO)S2(=O)=O
-6 | COc1ccc(CN(C)C[C@H]2Oc3ccc(NC(=O)CCC(F)(F)F)cc3CC(=O)N([C@@H](C)CO)C[C@@H]2C)cc1
-3&14 | C[C@H](CO)N1C[C@H](C)[C@H](CN(C)C(=O)NC2CCCC2)Oc2ncc(-c3ccc(F)cc3)cc2C1=O
-2 | CS(=O)(=O)Nc1ccc2c(c1)[C@@H]1C[C@H](CC(=O)NCc3ccccc3F)O[C@@H](CO)[C@@H]1O2
-1 | C[C@H]1CN([C@@H](C)CO)C(=O)Cc2cc(NS(=O)(=O)c3ccc(F)cc3)ccc2O[C@H]1CN(C)CC1CCCCC1
-2 | O=C(NO)c1cccc(C(=O)N/N=C/c2nccs2)c1
8 | O=C(Nc1ccc(F)cc1)N[C@H]1C=C[C@@H](CC(=O)N2CCCCC2)O[C@@H]1CO
2 | C[C@@H]1CN([C@H](C)CO)C(=O)c2cccc(NC(=O)C3CCCCC3)c2O[C@H]1CN(C)S(=O)(=O)c1cn(C)cn1
-2 | COc1ccc(CN(C)C[C@@H]2Oc3ccc(NC(=O)NC(C)C)cc3CC(=O)N([C@@H](C)CO)C[C@H]2C)cc1
4 | CCC(=O)N(C)C[C@H]1Oc2cc(-c3cccc(F)c3)ccc2S(=O)(=O)N([C@H](C)CO)C[C@@H]1C
2 | COCC#Cc1ccc2c(c1)O[C@H](CN(C)C(=O)Nc1ccccc1F)[C@@H](C)CN([C@@H](C)CO)S2(=O)=O
3 | C[C@@H]1CN([C@H](C)CO)S(=O)(=O)c2ccc(C#Cc3ccc(F)cc3)cc2O[C@@H]1CN(C)S(=O)(=O)c1ccc(F)cc1
0 | COc1ccc(S(=O)(=O)Nc2ccc3c(c2)C(=O)N([C@H](C)CO)C[C@H](C)[C@H](CN(C)C(=O)Cc2ccccc2)OCCCC[C@H](C)O3)cc1
-1 | COc1ccc(CN(C)C[C@@H]2Oc3ccc(NC(=O)Nc4ccc(C(F)(F)F)cc4)cc3C(=O)N([C@@H](C)CO)C[C@H]2C)cc1
1 | CCC(=O)N(C)C[C@@H]1Oc2cc(-c3ccc(OC)cc3)ccc2S(=O)(=O)N([C@H](C)CO)C[C@H]1C
1 | C[C@@H]1CCCCO[C@@H](CN(C)Cc2ccccc2)[C@@H](C)CN([C@@H](C)CO)C(=O)c2cc(NS(=O)(=O)c3cn(C)cn3)ccc2O1
-3 | COCC(=O)N[C@@H]1C=C[C@@H](CC(=O)N2CCCCC2)O[C@@H]1CO
-2 | CC(=O)O[C@@H]1CC2C(C)(C)C(=O)C3OC3[C@]2(C)C2CC[C@@]3(C)[C@H](c4ccoc4)OC(=O)C4OC43[C@@]21C (some centres undefined)
0 | C[C@H](CO)N1C[C@H](C)[C@H](CN(C)C(=O)CN(C)C)Oc2cc(Br)ccc2S1(=O)=O
5 | COC(=O)C[C@@H]1C[C@@H]2c3cc(NC(=O)c4ccc5c(c4)OCO5)ccc3O[C@@H]2[C@@H](CO)O1
14 | COc1ccc(S(=O)(=O)N(C)C[C@H]2OCCCC[C@H](C)Oc3ccc(NS(=O)(=O)c4c(C)noc4C)cc3C(=O)N([C@H](C)CO)C[C@H]2C)cc1
4 | C[C@H]1CN([C@@H](C)CO)S(=O)(=O)c2ccc(C#Cc3ccccn3)cc2O[C@@H]1CN(C)C(=O)C1CC1
13 | C[C@H]1CN([C@@H](C)CO)C(=O)Cc2cc(NC(=O)C3CCCCC3)ccc2O[C@@H]1CN(C)C(=O)Nc1ccc(C(F)(F)F)cc1
-4 | COc1cccc(-c2ccc3c(c2)O[C@H](CN(C)C(=O)C2CCC2)[C@H](C)CN([C@H](C)CO)S3(=O)=O)c1
-9 | C[C@@H]1CN([C@@H](C)CO)C(=O)Cc2cc(NS(=O)(=O)c3ccc(Cl)cc3)ccc2O[C@H]1CN(C)S(=O)(=O)c1ccc(Cl)cc1
2 | CCCC#Cc1cnc2c(c1)C(=O)N([C@@H](C)CO)C[C@@H](C)[C@H](CN(C)C(=O)c1ccc(F)cc1)O2
7 | COc1ccc(CN(C)C[C@H]2Oc3ccc(NC(=O)CCCCCC(=O)Nc4ccccc4N)cc3CC(=O)N([C@@H](C)CO)C[C@H]2C)cc1
0 | C[C@@H]1CN([C@H](C)CO)C(=O)c2cccc(NC(=O)Nc3ccccc3)c2O[C@H]1CN(C)Cc1ccccc1
5 | C[C@@H]1CN([C@@H](C)CO)C(=O)c2cc(NC(=O)Cn3cnnn3)ccc2O[C@@H]1CN(C)C(=O)Nc1ccccc1

# Compounds listed so far that have bromine, in the order listed:
NSD2 inh | structure
-3 | O=C(N/N=C/c1ccc(Br)s1)c1ccccn1
0 | C[C@H](CO)N1C[C@H](C)[C@H](CN(C)C(=O)CN(C)C)Oc2cc(Br)ccc2S1(=O)=O

# Some of the entries above in a different format:
C[C@@H]1CN([C@H](C)CO)C(=O)c2cccc(NC(=O)Nc3ccc4c(c3)OCO4)c2O[C@H]1CN(C)S(=O)(=O)c1cn(C)cn1
  NSD2 inh = 2
C[C@@H]1CN([C@H](C)CO)C(=O)c2cccc(NC(=O)Nc3ccccc3)c2O[C@H]1CN(C)Cc1ccccc1
  NSD2 inh = 0

# Additional compounds.
NSD2 inh | structure
9 | Cc1ccc(S(=O)(=O)Nc2ccc3c(c2)CC(=O)N([C@@H](C)CO)C[C@H](C)[C@@H](CN(C)S(=O)(=O)c2ccc(F)cc2)O3)cc1
-8 | C[C@H](CO)N1C[C@H](C)[C@@H](CN(C)C(=O)C2CCC2)Oc2ncc(C#CC3CCCC3)cc2C1=O
-2 | CCCC(O)c1c(O)cccc1C1(O)CC(=O)C/C1=C\C(O)CC(=O)O (centres undefined)
-5 | CN(C)[C@@H]1CCc2[nH]c3ccc(NC(=O)c4ccc(F)cc4)cc3c2C1
-3 | C[C@@H]1CN([C@@H](C)CO)S(=O)(=O)c2ccc(C#CC3CC3)cc2O[C@@H]1CN(C)C(=O)CC1CC1
0 | Cc1noc(C)c1S(=O)(=O)N(C)C[C@H]1OCCCC[C@H](C)Oc2ccc(NC(=O)NC3CCCCC3)cc2C(=O)N([C@H](C)CO)C[C@H]1C
4 | CC(C)=CCC[C@@H](C)C/C=N/NC(=O)CCCCCC(=O)O
-9 | C[C@H](CO)N1C[C@H](C)[C@H](CN(C)Cc2ccc(C(=O)Nc3ccccc3N)cc2)Oc2ccc(NC(=O)Nc3ccc(C(F)(F)F)cc3)cc2C1=O
-8 | Cc1noc(C)c1NC(=O)Nc1ccc2c(c1)CC(=O)N([C@@H](C)CO)C[C@H](C)[C@H](CN(C)C)O2
-7 | Cc1ccc(S(=O)(=O)Nc2ccc3c(c2)C(=O)N([C@H](C)CO)C[C@@H](C)[C@@H](CN(C)Cc2ccc(Cl)c(Cl)c2)OCCCC[C@H](C)O3)cc1
-1 | COc1ccc(NC(=O)Nc2ccc3c(c2)C(=O)N([C@H](C)CO)C[C@H](C)[C@H](CN(C)C(=O)C2CCCCC2)OCCCC[C@@H](C)O3)cc1
3 | COc1ccc(C#Cc2ccc3c(c2)O[C@@H](CN(C)C(C)=O)[C@@H](C)CN([C@H](C)CO)S3(=O)=O)cc1
8 | C[C@H](CO)N1C[C@H](C)[C@@H](CN(C)S(=O)(=O)c2ccc(F)cc2)Oc2ccc(NC(=O)CCC(F)(F)F)cc2CC1=O
-3 | Cc1cc(C(=O)Nc2cccc3c2O[C@@H](CN(C)S(=O)(=O)c2cccs2)[C@H](C)CN([C@H](C)CO)C3=O)n(C)n1
-3 | C[C@H]1CN([C@@H](C)CO)S(=O)(=O)c2ccc(C#Cc3ccccn3)cc2O[C@H]1CN(C)Cc1cccc(F)c1
-6 | C[C@H](CO)N1C[C@H](C)[C@H](CN(C)S(=O)(=O)c2ccc(F)cc2)Oc2c(NC(=O)CCCCCC(=O)Nc3ccccc3N)cccc2C1=O
-2 | Cc1cc(C(=O)Nc2cccc3c2O[C@@H](CN(C)Cc2ccc4c(c2)OCO4)[C@H](C)CN([C@H](C)CO)C3=O)n(C)n1
5 | CCCNC(=O)N[C@H]1CC[C@H](CC(=O)NC2CCC2)O[C@H]1CO
6 | Cc1noc(C)c1S(=O)(=O)Nc1ccc2c(c1)C(=O)N([C@@H](C)CO)C[C@@H](C)[C@@H](CN(C)CC1CC1)OCCCC[C@@H](C)O2
3 | COCCNC(=O)C[C@@H]1C=C[C@@H](NC(=O)NC2CCCCC2)[C@@H](CO)O1

# Reformatted field by field: three of the compounds above.
CCCC(O)c1c(O)cccc1C1(O)CC(=O)C/C1=C\C(O)CC(=O)O (centres undefined)
  NSD2 inh: -2

COc1ccc(NC(=O)Nc2ccc3c(c2)C(=O)N([C@H](C)CO)C[C@H](C)[C@H](CN(C)C(=O)C2CCCCC2)OCCCC[C@@H](C)O3)cc1
  NSD2 inh: -1

Cc1noc(C)c1S(=O)(=O)Nc1ccc2c(c1)C(=O)N([C@@H](C)CO)C[C@@H](C)[C@@H](CN(C)CC1CC1)OCCCC[C@@H](C)O2
  NSD2 inh: 6
